Pemphigus Ab inh – human desmoglein-3 autoantibody binding inhibition | P32926 | DSG3-coupled beads, scFv-anti-DSG3-GFP binding, flow cytometry; stronger effect = lower value | binding (percent of control), % at 10 µM | 310,000 tested, 0.48% active | AID 588358;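 active = binding more than 3 SD below its plate's average and above zero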;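 also: hits lower antibody fragment binding to DSG3; some compounds called inactive have numbers as strong as hits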
PKA-R1A activ – activates the PKA-R1A holoenzyme complex; P00514+P68181; PKA-R1A dissociation, Cy5-IP20 fluorescence polarization; scaled: DMSO 0%, 113 µM cGMP 100%; activation, % at 11.4 µM; 340,000 tested, 0.083% active; AID 504707;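 active = percent activation above the mean of all tested compounds plus 3 SD, cut at about 19% in these data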;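 also: higher means more PKAc released from R1A so a rise in polarization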
E coli growth – reduces bacterial viability in AddAB counter-screen. E. coli V3065 growth, OD600 absorbance, 18 h. inhibition, % at 11.9 µM. 330,000 tested, 0.27% active;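 active = inhibition above the campaign's mean inhibition across all tested compounds plus 3 SD, cut at about 9.9% in these data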;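 also: uninfected addAB+ strain grown without phage in ampicillin broth; 0% = DMSO wells and 100% = ciprofloxacin 0.95 µg/ml wells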
Tat export inh – blocks Tat-dependent protein export in E. coli; inhibition, % at 10 µM; E. coli MC4100 TorA-mCherry Tat export, fluorescence; 340,000 tested, 0.036% active;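 active = mean replicate inhibition at least 50% and at least half of replicates individually reaching 50%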;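 also: exported cargo escapes ClpAP degradation while cytoplasmic cargo is degraded and loses fluorescence; 0% = median of neutral control wells and 100% = median of NaSCN control wells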
OPRM1-OPRD1 ag – OPRM1-OPRD1 heterodimerization agonism. P35372+P41143. cells, luminescence. activation, % at 9.3 µM. 340,000 tested, 0.3% active. AID 504326; in the data active = activation above about 18%;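 also: 0% = vehicle-treated cells and 100% = reference agonist; values of inactives mirror those of a sister screen read the other way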
Target sequence (P35372 whole entry, looked up): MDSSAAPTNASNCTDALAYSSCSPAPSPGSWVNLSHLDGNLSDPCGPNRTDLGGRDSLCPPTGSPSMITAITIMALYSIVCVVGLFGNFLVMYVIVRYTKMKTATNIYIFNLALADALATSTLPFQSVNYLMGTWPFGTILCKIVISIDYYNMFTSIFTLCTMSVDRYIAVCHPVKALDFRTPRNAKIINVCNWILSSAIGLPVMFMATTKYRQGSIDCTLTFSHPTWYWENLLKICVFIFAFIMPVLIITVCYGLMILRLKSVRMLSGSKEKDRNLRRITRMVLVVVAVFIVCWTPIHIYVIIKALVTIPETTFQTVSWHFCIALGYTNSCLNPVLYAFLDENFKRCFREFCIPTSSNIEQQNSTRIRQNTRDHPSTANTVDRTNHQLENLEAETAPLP
Target sequence (P41143 whole entry, looked up): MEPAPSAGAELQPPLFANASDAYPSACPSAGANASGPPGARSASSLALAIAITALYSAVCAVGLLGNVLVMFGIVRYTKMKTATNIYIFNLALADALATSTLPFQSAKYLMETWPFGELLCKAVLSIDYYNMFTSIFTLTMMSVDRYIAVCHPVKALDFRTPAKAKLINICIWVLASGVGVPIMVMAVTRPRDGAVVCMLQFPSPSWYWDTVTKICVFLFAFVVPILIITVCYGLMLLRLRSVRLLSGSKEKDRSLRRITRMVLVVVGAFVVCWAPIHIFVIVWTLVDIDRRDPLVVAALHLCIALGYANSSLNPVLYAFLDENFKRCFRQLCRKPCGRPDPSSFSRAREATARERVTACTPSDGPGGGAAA
Arrestin-AP2 inh – inhibitors of human beta-arrestin and AP2 interaction; 340,000 tested, 0.31% active; AID 504490; FITC-arrestin peptide / GST-AP2 beads, flow cytometry; AP2 beta2 appendage carries R879A mutation; inhibition, % at 10 µM;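 active = inhibition above a set limit, near 3 SD of compounds lacking own fluorescence, cut at about 54% in these data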;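 also: plate controls were DMSO wells for no effect and 5 µM unlabelled arrestin peptide for full effect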
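Material – GST-tagged AP2 beta2-adaptin appendage (R879A) on 4 µm glutathione beads · Probe or stimulus – fluorescein-tagged arrestin peptide at 50 nM final · Timing – 12 min plus 1 h, RT · Detection – bead flow cytometry, FITC channel · Read-out basis – inhibition as reduced fluorescein signal on beads, percent · Medium – PBS plus Tween 20 (0.05%) and BSA (0.1%)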
SUMO Mot1 rescue – blocks SUMOylation pathway, rescuing yeast Mot1-301 growth; growth rescue, % at 18.8 µM; 320,000 tested, 1% active; S. cerevisiae Mot1-301 growth rescue, ATP luminescence, 38.5C; percent above DMSO median, 100 means doubled; AID 2716;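 active = every valid replicate shows activation above 250% relative to neutral control wells; inactive = the rest, any valid replicate at or below 250%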;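 also: OY570 slx delta 5 strain wells were the positive control but not used for scaling; some compounds called inactive have numbers as strong as hits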
MOR-DOR inv ag – inverse agonists of human mu-delta opioid receptor heterodimerization | cell-based MOR-DOR heterodimer luminescence, inverse agonism | inhibition, % at 9.3 µM | 340,000 tested, 0.21% active | AID 504357; in the data active = inhibition above about 22%, passing the limit was not always enough;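 also: 0% = cells with DMSO and 100% = wells without cells with DMSO; values of inactives mirror those of a sister screen read the other way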
phage Ecoli inh – E. coli growth loss with phage present. AID 651602. growth absorbance. 360,000 tested, 0.26% active. inhibition, % at 11.9 µM; in the data active = inhibition above about 11%
AddAB inh – less growth of phage-infected E. coli with AddAB; E. coli expressing H. pylori AddAB, absorbance growth; inhibition, % at 11.9 µM; 330,000 tested, 0.29% active; in the data active = inhibition above about 12%;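 also: 0% = vehicle wells of infected cells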
PfHsp90 yeast 2 – reduces growth (ATP signal) of yeast expressing P. falciparum Hsp90; inhibition, % at 9.4 µM; S. cerevisiae expressing PfHsp90, BacTiter-Glo ATP, 48 h; yeast lacking PDR1 and PDR3 efflux regulators; 310,000 tested, 0.32% active;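 active = every replicate shows inhibition above about 80%, whatever the replicate mean, limit read from the data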;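 also: 0% = DMSO neutral controls and 100% = 20 µM radicicol positive controls; yeast relying on Plasmodium falciparum Hsp90 in place of its own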
Active calls of the source: *; nt = no result given. Hits appear at their usual frequency (roughly 2.8% active in at least one column).

| SMILES | Pemphigus Ab inh | PKA-R1A activ | E coli growth | Tat export inh | OPRM1-OPRD1 ag | Arrestin-AP2 inh | SUMO Mot1 rescue | MOR-DOR inv ag | phage Ecoli inh | AddAB inh | PfHsp90 yeast 2 |
| --- | --- | --- | --- | --- | --- | --- | --- | --- | --- | --- | --- |
| Cc1ccc(-c2nc(SC(C)C(=O)N3CCCC3)n[nH]2)cc1 (stereo not drawn) | 106 | -3 | 0.2 | 4 | 1.9 | 29 | 0 | -11 | 2.1 | 1.2 | -5 |
| CN(CC1CCOCC1)C(=O)CC1C(=O)NCCN1C/C=C/c1ccccc1 (stereo not drawn) | 100 | -3 | 1.0 | -2 | -2.8 | -11 | 433 | 14 | 5.5 | 2.9 | 7 |
| Cc1ccc(C(=O)NCc2nnc(SCC(=O)Nc3sc4c(c3C#N)CCCC4)n2C)cc1 | 108 | -2 | -2.2 | 4 | -2.4 | 18 | 3 | 13 | 3.7 | -4.5 | -9 |
| Cc1ccc(S(=O)(=O)Oc2ccccc2N2C(=O)C3C4CCC(C4)C3C2=O)cc1 (stereo not drawn) | 93 | -4 | 3.5 | 10 | -1.8 | -3 | 40 | 12 | -0.4 | 1.9 | -39 |
| CCC(CC)C(=O)OCC(=O)Nc1cccc([N+](=O)[O-])c1 | 107 | 2 | 2.3 | -4 | 3.3 | 15 | 4 | -18 | 1.4 | 3.1 | -22 |
| Cc1ccc(OCC(=O)NCCO)cc1C | 102 | -3 | 1.3 | 3 | -0.3 | 0 | 227 | 2 | 2.8 | -0.5 | -37 |
| COc1ccc(C(C(=O)NCC2CCCO2)N(C(=O)CNC(=O)c2ccco2)c2ccccc2)cc1OC (stereo not drawn) | 104 | 7 | -1.0 | -10 | -1.4 | 30 | 14 | 7 | -2.0 | -0.3 | 10 |
| O=C(Oc1cccc(-n2cnnn2)c1)c1ccco1 | 117 | 9 | -0.6 | -6 | -2.2 | 42 | 0 | 11 | 3.2 | 2.9 | 1 |
| CCOC(=O)c1cnc(SSc2ncc(C(=O)OCC)c(N)n2)nc1N | 121 | 6 | 1.3 | -6 | -1.4 | -9 | -5 | 7 | -0.5 | -1.0 | 14 |
| O=C(Cn1cnc2c(OCc3ccccc3)ncnc21)NCCN1CCOCC1 | 94 | -3 | -0.5 | -7 | nt | -5 | 17 | nt | -2.0 | 2.7 | 12 |
| C=CCN1C(=O)C2(OCCCO2)c2cccc(C)c21 | 105 | -2 | 0.6 | -4 | 0.7 | 28 | -6 | -3 | 1.8 | -0.5 | -17 |
| Cc1ccc(Cl)cc1N(CC(=O)NCc1ccccc1)S(C)(=O)=O | 127 | 5 | -0.8 | -4 | -0.4 | 32 | 10 | 2 | -2.4 | -0.6 | -7 |
| CCCCN=C1NC(=O)C(CC(=O)Nc2ccc(Cl)cc2)S1 (stereo not drawn) | 95 | -10 | 2.2 | -2 | -2.4 | -6 | 306* | 14 | 1.9 | 2.2 | 6 |
| COc1ccc(S(=O)(=O)N2CCC(C(=O)N3CCc4ccccc4C3)CC2)cc1OC | 98 | 5 | -1.1 | -12 | 1.2 | -7 | -10 | -7 | 0.5 | 1.6 | -6 |
| COc1ccc([C@@H]2COc3c(ccc4c3C=CC(C)(C)O4)C2)c(OC)c1 | 98 | -2 | -1.0 | -4 | 2.8 | 41 | -2 | -15 | -2.0 | 0.5 | nt |
| O=c1[nH]c(-c2ccc(-c3cccc(Cl)c3)o2)nc2ccccc12 | 99 | 9 | 3.0 | -3 | -0.4 | 2 | 2 | 2 | -2.2 | 0.9 | -6 |
| CC(C)CN1C(=O)c2ccc(NC(=O)C3CC3)cc2C1=O | 107 | -3 | -2.0 | -6 | -1.1 | 11 | 1 | 6 | 0.2 | 1.6 | 6 |
| Cc1ccc(S(=O)(=O)N(C)C)cc1NC(=O)CN1C(=O)NC(Cc2ccccc2)C1=O (stereo not drawn) | 103 | 0 | -0.2 | -7 | -1.0 | 4 | -1 | 7 | 1.2 | 0.5 | -2 |
| COc1ccc(S(=O)(=O)NCC2CCCN(C(=O)c3cccs3)C2)cc1 (stereo not drawn) | 98 | 0 | 4.9 | 2 | -0.5 | -4 | -21 | 3 | 3.3 | 5.6 | 7 |
| COc1ccccc1NC(=O)COc1ccc(C(=O)NCC2CCCO2)cc1OC (stereo not drawn) | nt | -3 | 2.1 | -2 | -3.6 | 1 | 0 | 14 | 2.7 | 1.5 | -19 |

| SMILES | Pemphigus Ab inh | PKA-R1A activ | E coli growth | Tat export inh | OPRM1-OPRD1 ag | Arrestin-AP2 inh | SUMO Mot1 rescue | MOR-DOR inv ag | phage Ecoli inh | AddAB inh | PfHsp90 yeast 2 |
| --- | --- | --- | --- | --- | --- | --- | --- | --- | --- | --- | --- |
| CN(Cc1ccccc1F)C(=O)CCCNC(=O)c1ccc(Cl)cc1 | 106 | -7 | -1.2 | -3 | -1.7 | -6 | 8 | 8 | -0.9 | -0.2 | 25 |
| C/C(=N\NC(=O)c1ccccc1F)c1ccc2c(c1)Nc1ccccc1S2 | 120 | 1 | 1.1 | -11 | 12 | 0 | -20 | -66 | 2.4 | 2.7 | -20 |
| COc1ccc(NC(=O)c2ccc(OC)cc2)cc1 | 104 | -4 | -0.5 | 1 | -0.8 | -2 | -3 | 5 | 3.4 | 1.7 | 15 |
| CS(=O)(=O)N(CC(=O)NCc1ccccc1)Cc1ccc(Cl)cc1 | 101 | -11 | -1.1 | 4 | 0.5 | 7 | nt | -3 | -0.1 | -1.2 | -12 |
| O=C(CCCc1ccccc1)NCc1ccccn1 | 100 | -6 | -0.1 | 0 | 0.4 | 10 | 6 | -2 | nt | 3.2 | 3 |
| COc1ccc(C(=O)Nc2cccnc2)cc1OC | 103 | 0 | -0.8 | -17 | 1.6 | -4 | -3 | -9 | 1.7 | -1.7 | 4 |
| CC(C)Cc1nc2sc3c(c2c(=O)n1N)CC(C)(C)OC3 | 97 | 5 | -0.3 | 3 | 2.6 | 13 | -14 | -13 | 0.1 | 0.7 | 13 |
| CC(C)(Oc1ccc(Cl)cc1)C(=O)N(Cc1ccccc1)c1ccccn1 | 107 | -2 | -1.0 | 8 | 7.2 | -7 | -11 | -38 | 4.2 | 2.7 | -18 |
| COc1ccc(C(=O)NNC(=O)CSc2nnc(C(C)C)n2C)cc1 | nt | -8 | -1.3 | -2 | -2.3 | -5 | 1 | 15 | 0.1 | 0.5 | 4 |
| CCN(CC)CCNC(=O)c1ccc(NC(=O)c2ccc3c(c2)CCC3)cc1 | 315 | -6 | -1.1 | -4 | -0.9 | 6 | 5 | 4 | 1.8 | -2.4 | 6 |
| O=C(NCc1ccccc1)C(=O)NCC(c1ccco1)N1CCOCC1 (stereo not drawn) | 88 | -9 | 0.4 | -5 | -1.3 | -7 | 0 | 9 | nt | -0.3 | 9 |
| Cc1cc(C(=O)NCc2ccc3c(c2)OCO3)c(C)o1 | nt | -8 | -0.3 | 5 | -2.8 | 33 | 9 | 14 | 1.5 | 1.3 | -31 |
| COCCN1C(=O)CC(NNC(=O)c2ccc(S(=O)(=O)N3CCCC3)cc2)C1=O (stereo not drawn) | 108 | 5 | 2.4 | -7 | -0.1 | -26 | 111 | 0 | 1.8 | 0.8 | -14 |
| O=C(O)c1cn[nH]c1-n1cnnn1 | 102 | 0 | -0.9 | 1 | -3.9 | 21 | 8 | 18 | 2.6 | -1.1 | nt |
| O=C1C2CC=C(Cl)CC2C(=O)N1CC1Cc2ccccc2CO1 (stereo not drawn) | 107 | 3 | -0.5 | 0 | -3.7 | 0 | -6 | 18 | nt | 4.0 | 32 |
| CCc1ccc(OCC(=O)NNC(=O)c2cc3ccccc3o2)cc1 | 97 | 5 | 0.6 | -4 | -1.2 | 16 | -3 | 6 | 3.0 | 0.8 | -18 |
| COc1ccc(Cl)cc1NC(=O)[C@@H]1CCCN1C(=O)c1cccs1 | 101 | -3 | -0.4 | -2 | -2.2 | 38 | -4 | 12 | 4.4 | 3.2 | 8 |
| CCCCCCCCOC(=O)/C=C/c1c(C)[nH]c(=O)[nH]c1=O | 97 | -6 | -1.2 | 1 | -3.1 | -9 | -6 | 16 | 5.3 | -0.6 | -53 |
| Cc1cccn2c(CNCCCn3ncc4ccccc43)c(C(=O)N3CCCCC3)nc12 | 111 | 9 | 0.2 | -2 | 0.8 | 4 | 183 | -5 | 1.5 | -1.1 | 2 |
| CN(C)c1ccc(NS(=O)(=O)c2cc(Cl)ccc2Cl)cc1 | nt | 13 | -1.5 | -7 | 3.4 | 24 | -9 | -17 | 1.5 | 0.2 | -10 |
| O=C1c2ccccc2CN1c1ccccc1 | 111 | 10 | -0.7 | -7 | -1.9 | -11 | -5 | 10 | -0.6 | 1.2 | -13 |
| O=C(c1cccs1)N(Cc1cccc(Cl)c1)C1CCS(=O)(=O)C1 (stereo not drawn) | 104 | 1 | 0.8 | 2 | -0.8 | -3 | 89 | 4 | 0.6 | 1.2 | nt |
| CC(C)OC(=O)CSc1nc(Cc2ccccc2)nc2ccccc12 | 95 | 2 | -2.2 | 4 | 2.7 | 71* | nt | -14 | 2.0 | 0.3 | -10 |

A stretch from further up:
| SMILES | Pemphigus Ab inh | PKA-R1A activ | E coli growth | Tat export inh | OPRM1-OPRD1 ag | Arrestin-AP2 inh | SUMO Mot1 rescue | MOR-DOR inv ag | phage Ecoli inh | AddAB inh | PfHsp90 yeast 2 |
| --- | --- | --- | --- | --- | --- | --- | --- | --- | --- | --- | --- |
| Cc1cc(C(=O)NCc2ccc3c(c2)OCO3)c(C)o1 | nt | -8 | -0.3 | 5 | -2.8 | 33 | 9 | 14 | 1.5 | 1.3 | -31 |
| COCCN1C(=O)CC(NNC(=O)c2ccc(S(=O)(=O)N3CCCC3)cc2)C1=O (stereo not drawn) | 108 | 5 | 2.4 | -7 | -0.1 | -26 | 111 | 0 | 1.8 | 0.8 | -14 |
| O=C(O)c1cn[nH]c1-n1cnnn1 | 102 | 0 | -0.9 | 1 | -3.9 | 21 | 8 | 18 | 2.6 | -1.1 | nt |
| O=C1C2CC=C(Cl)CC2C(=O)N1CC1Cc2ccccc2CO1 (stereo not drawn) | 107 | 3 | -0.5 | 0 | -3.7 | 0 | -6 | 18 | nt | 4.0 | 32 |
| CCc1ccc(OCC(=O)NNC(=O)c2cc3ccccc3o2)cc1 | 97 | 5 | 0.6 | -4 | -1.2 | 16 | -3 | 6 | 3.0 | 0.8 | -18 |
| COc1ccc(Cl)cc1NC(=O)[C@@H]1CCCN1C(=O)c1cccs1 | 101 | -3 | -0.4 | -2 | -2.2 | 38 | -4 | 12 | 4.4 | 3.2 | 8 |
| CCCCCCCCOC(=O)/C=C/c1c(C)[nH]c(=O)[nH]c1=O | 97 | -6 | -1.2 | 1 | -3.1 | -9 | -6 | 16 | 5.3 | -0.6 | -53 |

Source: PubChem BioAssay (several laboratories)
